# Bioassay records from PubChem.
# Mtb FBA inh: inhibits M. tuberculosis FBA enzyme; P9WQA3; purified M. tuberculosis FBA, fluorescence read-out; inhibition, % at 1 µM; actives 2.3% (n = 360,000); in the data active = inhibition above about 27%;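 also: 0% = vehicle and 100% = reference inhibitor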
# Target sequence (P9WQA3 whole entry, looked up): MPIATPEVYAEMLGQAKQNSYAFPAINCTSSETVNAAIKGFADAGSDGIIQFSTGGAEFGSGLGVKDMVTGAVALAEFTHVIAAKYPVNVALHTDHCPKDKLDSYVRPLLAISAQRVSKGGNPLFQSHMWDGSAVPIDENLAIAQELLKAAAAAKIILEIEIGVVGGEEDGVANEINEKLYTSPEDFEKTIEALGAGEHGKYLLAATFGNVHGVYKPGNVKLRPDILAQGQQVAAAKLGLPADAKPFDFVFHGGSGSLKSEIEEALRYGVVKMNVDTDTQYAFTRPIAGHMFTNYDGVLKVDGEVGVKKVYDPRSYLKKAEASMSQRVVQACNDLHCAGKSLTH
# PrPC TRFRET: reduces human prion protein on the cell surface; P04156; cell surface PrPC, TR-FRET read-out; inhibition, % at 13.8 µM; actives 0.43% (n = 370,000); AID 720596; in the data active = inhibition above about 24%; also: 0% = median of the test wells and 100% = reference compound wells
# BoNT-F LC inh: blocks Botulinum neurotoxin F light chain protease. inhibition, % at 10 µM. Multiplex microsphere protease cleavage assay, flow cytometry. actives 0.22% (n = 360,000); in the data active = inhibition above about 35%, passing the limit was not always enough; inconclusive = no clear call, values can overlap the other calls; also: plate controls were buffer without enzyme for full effect and enzyme alone for no effect
# FadD28 binding: M. tuberculosis FadD28 bisubstrate binding inhibition. FadD28 bisubstrate probe binding, fluorescence polarization. inhibition, % at 12.5 µM. actives 0.22% (n = 360,000). AID 588549; in the data active = inhibition above about 8.5%, passing the limit was not always enough; inconclusive = no clear call, values can overlap the other calls
# GDH-TPI counter: counter-screen for M. tuberculosis FBA inhibitors: GDH-TPI coupled enzymes. GDH-TPI coupled enzyme counterscreen, NADH absorbance. inhibition, % at 4.8 µM. actives 1.2% (n = 360,000). AID 588335;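 also: 0% = DMSO wells and 100% = wells lacking the enzyme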
# Mtb BioA inh: blocks M. tuberculosis BioA enzyme activity. AID 602481. actives 0.096% (n = 360,000). purified M. tuberculosis BioA enzyme, plate reader. inhibition, % at 9.99 µM; in the data active = inhibition above about 40%; inconclusive = no clear call, values can overlap the other calls
# BoNT-A LC inh2: inhibitors of Botulinum neurotoxin A light chain protease; multiplex microsphere protease substrate cleavage, flow cytometry; inhibition, % at 10 µM; actives 0.17% (n = 360,000); in the data active = inhibition above about 30%; inconclusive = no clear call, values can overlap the other calls; also: plate controls were buffer without enzyme for full effect and enzyme alone for no effect
# UGM FP inh: inhibitors of M. tuberculosis UDP-galactopyranose mutase; purified UGM, fluorescence polarization probe displacement; inhibition, % at 10 µM; actives 0.06% (n = 320,000); AID 504406; in the data active = inhibition above about 10%, passing the limit was not always enough; inconclusive = no clear call, values can overlap the other calls
# Target sequence (P9WIQ1 whole entry, looked up): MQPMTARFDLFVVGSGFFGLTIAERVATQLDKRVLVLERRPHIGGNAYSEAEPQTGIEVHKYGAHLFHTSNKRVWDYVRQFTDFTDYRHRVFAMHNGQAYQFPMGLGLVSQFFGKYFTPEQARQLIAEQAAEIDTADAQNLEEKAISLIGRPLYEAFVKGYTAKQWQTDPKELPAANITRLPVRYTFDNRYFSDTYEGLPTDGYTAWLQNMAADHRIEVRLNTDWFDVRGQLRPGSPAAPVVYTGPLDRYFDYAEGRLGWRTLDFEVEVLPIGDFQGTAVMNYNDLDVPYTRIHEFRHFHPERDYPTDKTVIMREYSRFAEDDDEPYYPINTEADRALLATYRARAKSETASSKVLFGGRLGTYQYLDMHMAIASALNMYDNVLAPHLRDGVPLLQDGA
# CCHFV vOTU inh: blocks the CCHF virus ovarian tumor domain protease | CCHFV vOTU protease, Pep-AMC fluorescence | inhibition, % at 11.5 µM | actives 0.55% (n = 370,000) | AID 651958; also: 0% = vehicle wells with enzyme and 100% = no enzyme wells
# * = called active by the depositor; ? = inconclusive; . = not tested or not shown; & = joins results of further samples. Rule as the data show it, unless noted: active = inhibition above about 30%; inactive = the rest.
SMILES,Mtb FBA inh,PrPC TRFRET,BoNT-F LC inh,FadD28 binding,GDH-TPI counter,Mtb BioA inh,BoNT-A LC inh2,UGM FP inh,CCHFV vOTU inh
CCc1ccc2c(CC(=O)Nc3cccc(S(=O)(=O)N4CCOCC4)c3)coc2c1,-1,4,-6,.,-3,-0.7,2.0,-0.2,9
O=C(Nc1ccc2oc(-c3cccnc3)nc2c1)c1ccc2c(c1)OCCO2,6,-5,-1,-1.0,7,.,1.7,-2.0,-3
O=C(NNC(=O)c1ccc([N+](=O)[O-])cc1)NC1CCCCC1,-1,-13,-6,-4.6,2,.,-0.9,-2.1,2
COc1ccc2c(COC(=O)CCS(=O)(=O)c3ccc(C)cc3)cc(=O)oc2c1,107*,2,3,-0.8,9,-2.8,0.7,0.9,-48
CC1CC(C)CN(c2ncc3c(n2)CC(c2ccccc2Cl)CC3=O)C1 (stereo not drawn),-1,5,0,-1.9,10,2.1,0.1,2.3,16
O=C(Nc1cccc(C(F)(F)F)c1)c1cc(S(=O)(=O)N2CCCCC2)ccc1N1CCOCC1,0,1,3,-0.5,18,-3.1,0.5,1.6,9
Clc1ccc(-n2cnc3c(Cl)ncnc32)cc1Cl,-2,3,1,-2.7,-3,.,0.3,.,1
Cc1cc(NS(=O)(=O)c2ccccc2)c([N+](=O)[O-])cc1C,-2,0,-5,1.9,0,.,-1.1,-1.1,24
CC(C)(C)c1ccccc1NC(=O)COC(=O)CN1C(=O)NC2(CCCC2)C1=O,-1,3,3,-1.0,5,-1.8,2.6,-1.3,-12
O=C(Nc1ccc2c(c1)OCO2)c1cc(C2CCCCN2S(=O)(=O)Cc2ccccc2)on1 (stereo not drawn),1,3,1,-0.5,6,0.9,0.9,.,2
COC(=O)c1ccc(S(=O)(=O)N2CCCCCC2)n1C,1,6,?,-0.5,5,0.7,-3.3,0.6,-2
CC(=O)N1CCC(N(CCN2CCOCC2)C(=S)Nc2cccc(C)c2C)CC1,2,-2,-4,-1.2,-3,3.2,-0.5,-0.7,9
CC1(C)Cc2ccccc2-c2nc(NCCCO)[nH]c(=O)c21,200*,2,1,-4.9,11,0.8,0.6,2.4,-156
CCOc1c2ccccc2nn1CCOC,10,3,-4,-0.7,4,0.6,0.1,1.8,0
CCSC(=N)N,0,3,-5,-0.1,-1,-0.7,-1.2,4.3,8

# Of the compounds above, these have a nitro group on carbon.
SMILES,Mtb FBA inh,PrPC TRFRET,BoNT-F LC inh,FadD28 binding,GDH-TPI counter,Mtb BioA inh,BoNT-A LC inh2,UGM FP inh,CCHFV vOTU inh
O=C(NNC(=O)c1ccc([N+](=O)[O-])cc1)NC1CCCCC1,-1,-13,-6,-4.6,2,.,-0.9,-2.1,2
Cc1cc(NS(=O)(=O)c2ccccc2)c([N+](=O)[O-])cc1C,-2,0,-5,1.9,0,.,-1.1,-1.1,24

# Other entries
SMILES,Mtb FBA inh,PrPC TRFRET,BoNT-F LC inh,FadD28 binding,GDH-TPI counter,Mtb BioA inh,BoNT-A LC inh2,UGM FP inh,CCHFV vOTU inh
COc1ccc(C(=O)Nc2c(N)nc(SCC(=O)c3ccccc3)[nH]c2=O)cc1,3,3,-13,-2.1,2,0.0,-9.5,0.2,-1
O=C1COc2ccccc2C(c2nc3ccccc3[nH]2)N1Cc1ccccc1 (stereo not drawn),.,6,0,.,.,.,0.6,.,-2
CCOC(=O)N1CCN(Cc2nc3c(c(=O)[nH]c(=O)n3C)n2CCCc2ccccc2)CC1,0,9,-10,-2.8,-6,3.7,-0.2,-0.5,-20
COc1ccc(/C=C2\SC(=O)N(CCC(=O)N3CCCCC3)C2=O)cc1OC,-7,-10,1,.,16,-0.5,-0.9,2.4,3
Cn1c(N)c(NC(=S)NC2CCCCC2)c(=O)n(C)c1=O,-1,-3,-1,1.4,7,-1.2,-0.2,.,2
CCOC1=C/C(=C/c2c(N)n3nc(CC(=O)N4CCCCC4)sc3nc2=O)C=CC1=O,-2,-1,0,-1.9,19,-5.1,-0.6,-33,23
COc1cccc(NC(=O)CCN2C(=O)c3cccc([N+](=O)[O-])c3C2=O)c1,0,-11,9,-3.6,2,-0.4,-0.1,0.7,-3
CN1CCN(C(=S)NC(=O)c2cccc([N+](=O)[O-])c2)CC1,0,-17,-18,-0.8,12,-5.6,-3.8,-0.1,27
CC1CCCC(NC(=O)CNC(=S)N2CC3CC(C2)c2cccc(=O)n2C3)C1C (stereo not drawn),0,6,-2,-2.9,-9,-0.5,-0.8,-1.3,-5
COCCNC(=O)CCn1nc(-c2ccc(C)cc2)ccc1=O,7,-7,8,0.1,10,1.2,0.6,1.0,-10
CC(=O)Nc1cccc(-c2cc(NC(C)=O)c3ncc(-c4ccc(F)cc4)n3c2)c1,14,8,-14,-4.9,5,-1.7,0.2,.,9
Cn1c(NCCO)nc2c1c(=O)n(Cc1cccc(Cl)c1)c(=O)n2C,0,3,?,-0.1,0,1.1,-1.1,3.3,-13
O=C(CCCN1C(=O)/C(=C/c2cccs2)SC1=S)NNC(=O)c1ccncc1,2,3,0,0.6,20,.,0.0,-1.3,-1
CCOC(=O)c1c(C)[nH]c(C(=O)COC(=O)c2[nH]c(C)c(C(C)=O)c2C)c1C,-1,8,0,-1.8,5,-0.8,-0.2,1.9,-4
Cc1ccc(CNc2nc3ccccc3n3cnnc23)cc1,7,6,-6,-0.8,10,1.2,-0.7,1.2,-6
COCC(=O)NCCc1nc(-c2ccccc2)cs1,1,-1,?,-1.3,5,-1.6,0.1,-2.4,-8
COc1ccc(Sc2cc(C(F)(F)F)nc(-c3ccccn3)n2)cc1,2,12,7,-2.1,-3,.,-0.3,-0.1,11
CCCCn1cnc2c(Sc3c([N+](=O)[O-])ncn3C)nc(N)nc21,-2,-5,2,-2.7,9,1.5,-0.3,.,18
O=C1CC(c2cccs2)CC2=C1C(c1ccccc1)n1ncnc1N2 (stereo not drawn),7,3,2,-4.7,19,1.0,-0.2,0.5,2
COc1ccc(C(C(=O)NC2CCCC2)N(CCN2CCOCC2)C(=O)c2ccc(OC)c(OC)c2)cc1 (stereo not drawn),-3,2,-10,-2.6,0,-2.3,-1.3,1.3,-2
CN(C1CCCCC1)S(=O)(=O)c1cc2c3c(c1)CCN3C(=O)CC2,6,-4,-6,-0.9,10,1.1,0.6,-1.0,-9
COc1ccc(CNS(=O)(=O)c2cccc(S(=O)(=O)N3CCOCC3)c2)cc1,2,1,-4,-2.2,6,.,2.7,2.3,19
CC(C)N1CCOC1c1ccccc1 (stereo not drawn),-2,-8,-8,-1.3,6,-0.8,-1.0,.,-11
CCc1c(C(=O)NCCc2ccc(OC)c(OC)c2)[nH]c(C)c1C(C)=O,0,7,?,-2.3,10,60*,?,-5.8,-5
COc1ccccc1NC(=O)C1Cc2ccccc2CN1C(=O)c1ccco1 (stereo not drawn),2,-1,-24,-1.6,-4,.,-6.1,-0.4,8
O=C(NCC(=O)N1CCN(Cc2ccccc2)CC1)c1ccccc1Cl,0,-10,2,-2.0,-6,-0.5,0.2,.,13
CN(CC(=O)Nc1ccc(F)cc1)C(=O)COC(=O)c1cc(Br)c(Br)s1,-1,3,8,-1.7,5,-0.2,-0.8,.,2
Cc1ccc(S(=O)(=O)C2(C(=O)Nc3ccc(C(C)C)cc3)CC2)cc1,-1,2,-8,-4.0,-11,3.2,-1.2,0.4,1
Cc1ccc(OC(=O)C2c3ccccc3Oc3ccccc32)cc1C,-8,5,-3,-4.2,6,.,-0.5,-0.2,15
CS(=O)(=O)c1ccc(-c2nnc(NC(=O)C3=COCCO3)o2)cc1,0,7,-6,-3.1,17,0.4,0.9,2.8,-5
Cc1ccc(-c2c3c(=O)n(C)c(=O)n(C)c3cn2N2CCOCC2)cc1,7,-2,-5,-4.2,-4,0.7,-0.1,-1.1,3
Cc1noc(/C=C/N(C)C)c1S(=O)(=O)N1CCc2ccccc21,-1,1,3,1.0,19,-1.3,0.6,0.3,5
Cc1nc(SCC(=O)c2ccc(F)cc2)n[nH]1,0,11,2,-0.5,0,3.7,1.2,2.0,-1
CCCCOc1ccc(S(=O)(=O)NNC(=O)C2Cc3c(ccc4ccccc34)O2)cc1 (stereo not drawn),-2,2,-9,-4.5,10,0.7,-0.8,0.4,10
O=C(NCc1ccncc1)c1ccc(NS(=O)(=O)c2ccccc2)cc1,2,-3,-6,-1.1,3,0.4,-0.4,0.7,6
CCc1sc(NC(=O)C(C)C)nc1-c1ccccc1,1,-1,-2,-2.3,2,-1.5,-0.2,-0.3,-7
CCc1ccc(CC)c(S(=O)(=O)Nc2ccc(O)c(C(=O)O)c2)c1,0,2,3,0.4,1,0.2,-0.5,5.5,3
CCOC(=O)c1sc(-c2ccc(C)cc2)c(C#N)c1C,1,7,-4,-4.1,-9,.,0.1,1.2,-4
O=C(CCn1c(=O)c2cccn2c2cccnc21)NCc1cccc(Cl)c1,-5,1,5,-2.1,-3,0.2,1.7,-0.3,-5
Cc1ccc(C)c(NC(=O)c2ccccc2O)c1,6,2,-13,-1.0,16,-0.7,0.0,1.6,0
Clc1cccc(-c2ccc(CNCc3ccccn3)o2)c1,1,-1,-34,-0.9,3,-1.2,-3.3,-3.0,-5
CC(=O)NCCC(=O)Nc1cc(S(=O)(=O)N2CCCCC2)ccc1N1CCCCC1,4,0,12,.,10,-6.0,4.1,3.4,6
Cc1nc(N2CCCCC2)c2c(-c3cccs3)csc2n1,0,-3,-7,-7.9,1,.,1.7,1.2,9
CC(=O)c1ccc(N=C2NC(=O)C(CO)(CO)S2)cc1,2,1,-15,-1.5,11,-1.7,-0.4,-0.6,-10
COC(=O)c1coc(-c2ccc(C)cc2)c1C(=O)OC,0,-4,-1,-4.3,-6,-0.6,0.5,0.8,6
CCOC(=O)C1=CN(CC)S(=O)(=O)NC1c1ccc2ccccc2c1 (stereo not drawn),-2,-2,-1,-7.9,2,-0.1,0.2,.,5
CCOCCCn1c(=S)[nH]c2cc(C(=O)NCc3ccc(F)cc3)ccc2c1=O,2,-2,5,-1.5,11,-2.6,1.6,1.8,2
O=C(O)CN1CCN(Cc2ccc(F)cc2)C1=O,1,0,?,-3.0,-1,-2.3,-5.2,2.5,6
O=C(CNS(=O)(=O)c1ccc(Cl)cc1)NNC(=O)c1cccnc1,-1,1,-3,-3.9,2,.,-0.2,1.0,-14
O=C(NCc1cccs1)C1CC(=O)N(c2ccccc2)C1 (stereo not drawn),0,3,4,-1.4,1,-2.1,0.9,-0.6,-1
CCc1c(C(=O)N2CCN(c3ccccc3F)CC2)[nH]c(C)c1C(C)=O,-4,2,1,0.4,-4,3.2,-0.2,3.2,-31
CCN(Cc1ccncc1)C(=O)CCc1ccccc1,1,-4,13,1.1,11,-3.8,1.9,-1.3,3
CCCCCCOc1ccc(CN2CCN(C)CC2)cc1,-3,7,-4,-0.5,1,.,?,0.0,-7
CCOc1cc(N2CCCC2)ccc1[N+](=O)[O-],-11,-15,-7,-0.7,1,.,-0.4,-1.9,17
CN(Cc1ccccc1)c1nc2c(c(=O)[nH]c(=O)n2C)n1CCCSc1ncccn1,5,4,-4,-0.1,3,9.7,0.4,-0.9,17
C[C@@H]1CN([C@@H](C)CO)C(=O)c2cc(Br)cnc2O[C@H]1CN(C)Cc1ccc(-c2ccccc2)cc1,-1,-8,-3,0.0,13,1.5&-0.8,-0.2,.,8
CCN1C(=O)/C(=C\C=C\c2ccccc2[N+](=O)[O-])SC1=S,-2,5,-6,-3.6,4,.,28,.,12
CC1CN(C(=O)c2cc3c(s2)CCC3)CC(C)O1 (stereo not drawn),1,8,2,-0.3,11,.,0.8,-0.6,-5
O=C(O)/C=C/C(=O)Nc1ccccc1SC(F)(F)C(F)(F)C(F)(F)F,0,-4,-4,-3.0,-6,.,-1.1,-0.5,8

# Arranged by formula weight (descending): some entries from above
SMILES,Mtb FBA inh,PrPC TRFRET,BoNT-F LC inh,FadD28 binding,GDH-TPI counter,Mtb BioA inh,BoNT-A LC inh2,UGM FP inh,CCHFV vOTU inh
CCOCCCn1c(=S)[nH]c2cc(C(=O)NCc3ccc(F)cc3)ccc2c1=O,2,-2,5,-1.5,11,-2.6,1.6,1.8,2
CCCCCCOc1ccc(CN2CCN(C)CC2)cc1,-3,7,-4,-0.5,1,.,?,0.0,-7
CCN(Cc1ccncc1)C(=O)CCc1ccccc1,1,-4,13,1.1,11,-3.8,1.9,-1.3,3
